UHRF1 MBD2 ctr = blocks human UHRF1 binding to methylated DNA | Q96T88 | UHRF1 binding to methylated oligo, TR-FRET | inhibition, % at 4.4 µM | 0.75% of 370,000 active | AID 687016; in the data active = inhibition above about 21%;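 also: UHRF1 SRA domain binding a hemimethylated CpG hairpin DNA probe; 0% = median of test compound wells and 100% = reference inhibitor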
Target sequence (Q96T88 whole entry, looked up, the tested form may be a part): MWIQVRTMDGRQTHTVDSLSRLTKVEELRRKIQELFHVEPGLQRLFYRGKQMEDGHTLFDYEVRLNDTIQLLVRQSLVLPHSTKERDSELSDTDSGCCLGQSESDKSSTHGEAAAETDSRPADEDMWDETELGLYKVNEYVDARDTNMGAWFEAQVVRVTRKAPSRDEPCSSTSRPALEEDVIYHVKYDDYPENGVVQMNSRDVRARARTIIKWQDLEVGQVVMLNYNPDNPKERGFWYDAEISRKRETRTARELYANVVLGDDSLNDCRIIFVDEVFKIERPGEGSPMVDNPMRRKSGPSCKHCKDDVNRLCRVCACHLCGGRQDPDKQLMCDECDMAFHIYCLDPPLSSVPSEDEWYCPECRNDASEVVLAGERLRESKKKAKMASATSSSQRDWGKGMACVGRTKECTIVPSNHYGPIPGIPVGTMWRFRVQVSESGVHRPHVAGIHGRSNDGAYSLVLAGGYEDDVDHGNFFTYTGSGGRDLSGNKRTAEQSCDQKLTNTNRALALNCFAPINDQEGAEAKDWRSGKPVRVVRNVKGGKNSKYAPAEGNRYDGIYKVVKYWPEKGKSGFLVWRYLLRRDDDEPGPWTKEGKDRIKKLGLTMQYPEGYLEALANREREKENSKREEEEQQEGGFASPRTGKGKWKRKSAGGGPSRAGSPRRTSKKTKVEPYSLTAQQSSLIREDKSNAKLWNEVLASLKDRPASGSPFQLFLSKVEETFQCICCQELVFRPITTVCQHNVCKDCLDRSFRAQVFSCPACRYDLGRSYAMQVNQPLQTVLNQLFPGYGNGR
PLC-gamma1 inh = PLC-gamma1 (human) inhibition, primary screen; P19174; purified PLC-gamma1, fluorogenic substrate, fluorescence; 0.84% of 370,000 active; AID 720700; inhibition, % at 12.2 µM; in the data active = inhibition above about 9.5%
KLK7 zymogen act = activators of human kallikrein-7 zymogen | purified proKLK7, EDANS-DABCYL substrate fluorescence; 100% is mature enzyme control, 0% vehicle | 0.9% of 370,000 active | activation, % at 7 µM | AID 652039;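 active = activation above the mean of all tested compounds plus 3 SD, computed per campaign excluding outliers beyond control limits, cut at about 13% in these data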
DDE Tn7 FP inh = inhibitors of Tn7 peptide binding to human fibrin DD(E). FP displacement of FITC-Tn7 peptide from fibrin DD(E); 0% = median of compound wells per plate. AID 720508. 0.13% of 370,000 active. inhibition, % at 8.3 µM. P02675;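 active = inhibition above the mean of compounds falling within the control limits plus 3 SD of them, cut at about 14% in these data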;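 also: 0% = plate median of compound wells and 100% = 10 µM Aha-Tn7 peptide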
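system = human fibrin DD(E) protein | quantity = DD(E) 2 µM final | medium = Tris/NaCl/CaCl2 buffer, pH 7.8 | also added = labelled Tn7 tracer, 0.1 µM | compound dosing = single point at 8.3 µM | timing = compound with protein 10 min, then 3 h after probe, room temperature | signal = FP measurement | benchmarks = Aha-Tn7 high control | repeats = one replicate per compound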
DDE Tn6 FP inh = inhibitors of Tn6 peptide binding to human fibrin DD(E); P02675; Fibrin DD(E) TRITC-Tn6 fluorescence polarization displacement; inhibition, % at 8.3 µM; 0.21% of 370,000 active; AID 720509;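 active = inhibition above a per-campaign cutoff: mean of compounds within control limits plus 3 SD, cut at about 15% in these data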;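 also: 0% = median of all compound wells on the plate and 100% = blocking peptide control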
ASAP1 GAP inh = blocks human ASAP1-stimulated Arf1 GTP hydrolysis | Q9ULH1 | GDP FP detection | inhibition, % at 16.5 µM | 0.19% of 360,000 active | AID 624377; in the data active = inhibition above about 25%;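 also: 0% = vehicle with enzyme and substrate and 100% = no enzyme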
Rev-erbA mod = Rev-erb alpha (human) modulation; 0.79% of 370,000 active; activity, % at 10 µM; AID 1259318; Rev-erbα–FITC-DNA binding, fluorescence polarization, 90 min; P20393;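 active = activity above about 14%, limit read from the data; passing the limit was not always enough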;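 also: 0% = DMSO wells with 35 nM protein and 100% = DMSO wells with 750 nM protein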
ARFGAP1 inhibitor = rat ARFGAP1 inhibition | 0.26% of 360,000 active | inhibition, % at 16.5 µM | Q62848 | Arfgap1-stimulated ARF1 GTP hydrolysis, GDP FP detection;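 active = inhibition above a per-plate limit, mean inhibition of low control wells plus 3 SD, cut at about 25% in these data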;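 also: 0% = DMSO wells with enzyme and 100% = wells lacking Arfgap1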
Target sequence (Q62848 1-136 limits assumed): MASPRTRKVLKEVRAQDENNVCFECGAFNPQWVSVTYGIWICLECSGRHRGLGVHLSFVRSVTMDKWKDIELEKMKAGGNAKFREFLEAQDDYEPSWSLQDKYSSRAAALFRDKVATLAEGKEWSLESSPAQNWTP
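System: truncated rat Arfgap1 GAP domain / Medium: HEPES-based buffer, pH 7.5 / Also added: N-terminally truncated human ARF1-GTP substrate / Incubation: enzyme reaction 120 min at 25 °C after 20 min preincubation / Measured by: FP of antibody-bound GDP Alexa 633 tracer, ex 620/em 688 nm / Replicates: singlicate, each compound tested once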
PLC-beta3 inh = inhibitors of human phospholipase C beta3 | Q01970 | Purified PLC-beta3, fluorogenic substrate, fluorescence | inhibition, % at 12.2 µM | 0.18% of 370,000 active | AID 720704; in the data active = inhibition above about 11%;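 also: 0% = median of compound wells on plate and 100% = full blocker control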
HGIII-sPLA2 inh = Blocks human group III sPLA2 activity | inhibition, % at 12.2 µM | QFRET BODIPY PC-A2 liposome hydrolysis, fluorescence | AID 743126 | 0.56% of 370,000 active | Q9NZ20;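 active = inhibition above mean plus 3 SD of compounds lying within the high and low control bounds, cut at about 19% in these data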;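 also: 0% = median of test compound wells and 100% = no enzyme DMSO wells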
* = called active by the depositor.

1) COc1ccc(NC(=O)CSc2nc3c(c(-c4cccs4)c2C#N)CN(C)CC3)cc1OC
2) O=C(C1=NNCC1c1ccc(Cl)cc1)C1CO1 (stereo not given)
3) FC(F)(F)c1cc(-c2ccco2)nc(-n2nnc3ccccc32)n1
4) CCCC(c1nnnn1C1CCCCC1)N1CCN(C2CCCC2)CC1 (stereo not given)
5) COc1ccc(-c2noc(COc3ccc(Cl)c(C)c3)n2)cc1
6) O=C(NCc1ccccc1)c1onc(CSc2ccccn2)c1C(=O)NCc1ccccc1
7) O=C(NC1CCN(C(=O)Nc2ccccc2Cl)CC1)c1ccccc1
8) CCC1CCCCN1C(=O)Nc1cc(Cl)ccc1OC (stereo not given)

assay / entry,1,2,3,4,5,6,7,8
UHRF1 MBD2 ctr,2,5,3,2,1,-3,0,1
PLC-gamma1 inh,0,-1,4,3,2,-3,-1,2
KLK7 zymogen act,-0.1,0.5,0.5,-0.2,0.5,-0.1,-0.3,0.1
DDE Tn7 FP inh,8,-7,5,1,2,3,-2,-6
DDE Tn6 FP inh,1,-3,-2,-3,-6,5,3,-6
ASAP1 GAP inh,-3,-4,-5,-7,-10,-4,13,17
Rev-erbA mod,-1,1,21*,-1,-8,-4,8,3
ARFGAP1 inhibitor,-12,6,-7,15,-10,-4,-4,8
PLC-beta3 inh,-1,3,0,4,-2,-5,0,0
HGIII-sPLA2 inh,5,-11,5,0,2,-20,6,2

9) O=C(COc1cccc([N+](=O)[O-])c1)NN1C(=O)c2ccccc2C1=O
10) O=C(N/N=C/c1sc(=O)[nH]c1-[n+]1ccc2ccccc2c1)c1ccccc1[O-]
11) COc1cc(C)ccc1S(=O)(=O)N1CCCCCC1
12) COCCNCC(=O)N1CCCCCC1
13) O=C(CSc1nnc(CNC(=O)c2ccccc2)o1)c1ccccc1
14) Oc1ccc(Cl)cc1Sc1cc(Cl)ccc1O
15) Cc1ccc(OCCNC(=O)c2ccc3ccccc3n2)cc1
16) C=CCSc1nc2c(c(=O)[nH]c(=O)n2C)n1C(C)C

assay / entry,9,10,11,12,13,14,15,16
UHRF1 MBD2 ctr,0,-14,-1,-1,-3,1,-1,-2
PLC-gamma1 inh,-2,-93,-1,2,-2,3,-3,7
KLK7 zymogen act,-0.1,0.6,-0.1,0.1,1.0,0.9,0.2,-0.3
DDE Tn7 FP inh,9,20*,-5,-4,-2,-5,-4,-5
DDE Tn6 FP inh,0,-5,-1,-9,-7,3,-4,7
ASAP1 GAP inh,-12,3,-4,-1,-8,24,5,-7
Rev-erbA mod,-3,-2,-1,0,1,-8,1,2
ARFGAP1 inhibitor,-3,-6,-9,7,-7,1,3,-2
PLC-beta3 inh,-7,-155,1,1,-6,-9,-4,3
HGIII-sPLA2 inh,1,-31,-4,1,-20,-65,-11,2

17) CCCCn1c(SCC(=O)c2ccccc2)nc2ccsc2c1=O
18) COc1ccc(/C=N/NC(=O)CCn2nc(C)cc2C)cc1O
19) O=C(COc1ccc([N+](=O)[O-])cc1)NNC(=O)C1COc2ccccc2O1 (stereo not given)
20) CCOc1cccc(/C=C2/NC(=O)N(CC(=O)Nc3cccc(C)c3)C2=O)c1O
21) COc1ccc(C(=O)c2cnc3ccccc3c2-c2ccccc2)cc1
22) CCOc1ccc(C2c3c(oc4ccccc4c3=O)C(=O)N2CCCN2CCOCC2)cc1OCC (stereo not given)
23) COc1c(NC(C)=O)c2c(c([N+](=O)[O-])c1OC)C(=O)OC2
24) C=CCNc1nc(-c2ccc([N+](=O)[O-])cc2)cs1

assay / entry,17,18,19,20,21,22,23,24
UHRF1 MBD2 ctr,-6,-2,0,-2,0,-3,1,0
PLC-gamma1 inh,0,0,1,-60,0,-231,0,-5
KLK7 zymogen act,0.3,-0.5,-0.2,0.4,0.5,0.1,-0.2,0.1
DDE Tn7 FP inh,-1,-1,-2,1,-6,3,0,-3
DDE Tn6 FP inh,-3,3,-3,0,-2,13,-2,0
ASAP1 GAP inh,-11,7,2,-11,-2,-10,6,8
Rev-erbA mod,2,-5,9,1,7,-3,6,8
ARFGAP1 inhibitor,-4,10,0,8,-2,-1,-2,3
PLC-beta3 inh,2,-10,9,-52,0,-280,3,-8
HGIII-sPLA2 inh,-30,4,2,-24,3,-16,-3,9

25) Cn1cc(S(=O)(=O)Nc2ccc3c(c2)OCCO3)cn1
26) COc1cc2nc3occc3c(OC)c2cc1OC
27) Cc1nc(-c2ccc(F)cc2)c(CC(=O)N2CCN(S(=O)(=O)c3cccc(Cl)c3)CC2)s1
28) O=C1c2ccccc2C(=O)N1CCCCSc1nnnn1-c1ccccc1
29) Cn1c2ccccc2c2ncn(Cc3ccc(F)cc3)c(=O)c21
30) COc1ccc(/C=N/NC(=O)c2ccco2)cc1OCc1ccccc1
31) COC(=O)c1cc(Br)c(=O)n(CCN2CCCCC2)c1
32) O=C(COC(=O)Cn1cnc2ccccc2c1=O)NCC12CC3CC(CC(C3)C1)C2

assay / entry,25,26,27,28,29,30,31,32
UHRF1 MBD2 ctr,5,1,-1,-3,2,-1,4,-1
PLC-gamma1 inh,1,-4,2,1,1,-4,2,-2
KLK7 zymogen act,0.2,-0.6,0.2,0.1,0.5,0.6,0.2,0.0
DDE Tn7 FP inh,2,8,5,7,4,0,-4,-2
DDE Tn6 FP inh,-4,-1,0,3,2,-10,-3,3
ASAP1 GAP inh,5,7,-3,5,-7,0,-3,-2
Rev-erbA mod,1,-2,-1,5,1,4,-3,-3
ARFGAP1 inhibitor,10,-7,-23,2,-6,3,-13,3
PLC-beta3 inh,0,-6,0,-1,-6,-10,0,-3
HGIII-sPLA2 inh,15,8,-9,-14,3,-8,1,0

Pulled by structure from above, four records:
26) COc1cc2nc3occc3c(OC)c2cc1OC
22) CCOc1ccc(C2c3c(oc4ccccc4c3=O)C(=O)N2CCCN2CCOCC2)cc1OCC (stereo not given)
6) O=C(NCc1ccccc1)c1onc(CSc2ccccn2)c1C(=O)NCc1ccccc1
19) O=C(COc1ccc([N+](=O)[O-])cc1)NNC(=O)C1COc2ccccc2O1 (stereo not given)

assay / entry,26,22,6,19
UHRF1 MBD2 ctr,1,-3,-3,0
PLC-gamma1 inh,-4,-231,-3,1
KLK7 zymogen act,-0.6,0.1,-0.1,-0.2
DDE Tn7 FP inh,8,3,3,-2
DDE Tn6 FP inh,-1,13,5,-3
ASAP1 GAP inh,7,-10,-4,2
Rev-erbA mod,-2,-3,-4,9
ARFGAP1 inhibitor,-7,-1,-4,0
PLC-beta3 inh,-6,-280,-5,9
HGIII-sPLA2 inh,8,-16,-20,2

(listing goes on)
33) Nc1nonc1-n1nnc(C(=O)N/N=C/c2ccc(Br)cc2)c1-c1ccc2c(c1)OCO2
34) COc1cccc(CN(C)C(=O)c2ccc(OCC(=O)N3CCOCC3)c(OC)c2)c1
35) COc1ccc(C(C)(C)C)cc1NC(=O)C1CC=CCC1C(=O)O (stereo not given)
36) COCCn1c(=S)[nH]c2cc(C(=O)NC3CCCC(C)C3C)ccc2c1=O (stereo not given)
37) Cc1cc(SCC(=O)OCC(=O)NCC2CCCO2)c(C)cc1Br (stereo not given)
38) O=C(COC(=O)C1CCN(S(=O)(=O)c2cccs2)CC1)c1ccc2c(c1)OCCO2
39) CCOC(=O)c1c(C)[nH]c(C)c1C(=O)COC(=O)c1cc2ccccc2cc1O
40) CCCC(C)NC(=O)c1ccc(OCc2ccc(Cl)cc2)c(OC)c1 (stereo not given)

assay / entry,33,34,35,36,37,38,39,40
UHRF1 MBD2 ctr,2,-2,-4,5,-1,-4,-3,-2
PLC-gamma1 inh,-3,3,3,2,-2,1,-18,1
KLK7 zymogen act,0.7,-0.5,-0.2,-0.8,-0.2,0.5,2.2,-0.6
DDE Tn7 FP inh,-6,3,2,4,4,-1,-2,0
DDE Tn6 FP inh,2,-1,-4,-6,7,6,1,-10
ASAP1 GAP inh,0,-2,6,-2,-4,-1,15,-16
Rev-erbA mod,-6,6,-1,-4,-6,1,-3,-9
ARFGAP1 inhibitor,-3,0,-2,-9,1,7,10,7
PLC-beta3 inh,-15,-8,3,-1,-7,0,-24,2
HGIII-sPLA2 inh,-6,13,0,13,-7,0,-41,7

41) O=C(NCCCN1CCCC1=O)c1ccc(S(=O)(=O)Nc2ccccc2F)cc1
42) CCOC(=O)N1CCN(CCC(=O)Nc2cc([N+](=O)[O-])ccc2OC)CC1
43) O=S(=O)(c1ccccc1)N1CCn2c(nc3ccccc32)C1
44) CCOc1ccc(N2C(=O)c3cccnc3C2=O)cc1
45) O=C(O)CCC(=O)N1CCN(S(=O)(=O)c2ccc3ccccc3c2)CC1
46) CCc1cccc(NS(=O)(=O)c2c(C)nc3scc(C)n3c2=O)c1
47) COc1cc2c(=O)[nH]c3cc([N+](=O)[O-])ccc3c2cc1[N+](=O)[O-]
48) CNC(=O)OC1CC2CC1[C@H]1CCCCN1C2=O (stereo not given in full)
49) CN(C(=O)COC(=O)COc1ccc2ccccc2c1)c1ccccc1
50) NC(=O)c1ccc(NC(=O)COC(=O)CCC(=O)c2ccc(Cl)cc2)cc1

assay / entry,41,42,43,44,45,46,47,48,49,50
UHRF1 MBD2 ctr,-2,2,1,-1,-1,4,3,1,-1,3
PLC-gamma1 inh,-9,2,-1,4,1,0,4,2,-3,-1
KLK7 zymogen act,0.0,0.2,0.1,-0.4,-0.3,0.4,0.1,-0.5,0.0,-0.4
DDE Tn7 FP inh,11,-4,-6,-4,-4,10,0,-1,8,-1
DDE Tn6 FP inh,1,6,-2,0,-2,7,1,-1,4,-5
ASAP1 GAP inh,6,0,9,2,4,7,2,2,-1,13
Rev-erbA mod,0,1,0,-2,-1,-3,-22,-2,-5,-1
ARFGAP1 inhibitor,-8,-3,2,-6,6,12,10,15,6,3
PLC-beta3 inh,-7,3,-1,5,-3,-7,8,1,-5,-2
HGIII-sPLA2 inh,3,-3,12,9,0,2,18,11,-10,-25

Source: PubChem
